Menin-MLL TR inh – qHTS Assay for Inhibitors Targeting the Menin-MLL Interaction in MLL Related Leukemias: Competition With Texas Red Labeled MLL-derived Mutant Peptide; O00255; Menin + Texas Red MLL mutant peptide, fluorescence polarization; Potency, µM (top dose mostly 61.6 µM), for the others: top-dose FP activity change, negative = inhibition, usual class: inhibitors; 0.23% of 270,000 active; active = well fitted inhibition curve with a large enough effect in the polarisation, with a control signal flat, not every such curve was filed as active; inconclusive = small, poorly fitted or top-dose-only effect, or effect the other way, or a change in a side signal; inactive = no such curve, though single readings can be large or run the other way; the % refers to the polarisation; note: % of control where 0% means no effect; many of its hits are not listed in these tables
RORgamma inh – qHTS for inhibitors of ROR gamma transcriptional activity | Nuclear receptor ROR-gamma (Mus musculus), P51450 | Drosophila S2 Gal4-RORgamma UAS-luciferase reporter, 20 h | Potency, µM (titrated, usually from 53.6 µM), inactives show top-dose activity change, negative = inhibition, usual class: inhibitors | 5.4% of 310,000 active | AID 2551, 2010; note: % is set by controls: 0 for no effect and ±100 for the full control effect; nearly all actives have a fitted effect of over 60% in size
Target sequence (P51450 whole entry, looked up, the tested form may be a part): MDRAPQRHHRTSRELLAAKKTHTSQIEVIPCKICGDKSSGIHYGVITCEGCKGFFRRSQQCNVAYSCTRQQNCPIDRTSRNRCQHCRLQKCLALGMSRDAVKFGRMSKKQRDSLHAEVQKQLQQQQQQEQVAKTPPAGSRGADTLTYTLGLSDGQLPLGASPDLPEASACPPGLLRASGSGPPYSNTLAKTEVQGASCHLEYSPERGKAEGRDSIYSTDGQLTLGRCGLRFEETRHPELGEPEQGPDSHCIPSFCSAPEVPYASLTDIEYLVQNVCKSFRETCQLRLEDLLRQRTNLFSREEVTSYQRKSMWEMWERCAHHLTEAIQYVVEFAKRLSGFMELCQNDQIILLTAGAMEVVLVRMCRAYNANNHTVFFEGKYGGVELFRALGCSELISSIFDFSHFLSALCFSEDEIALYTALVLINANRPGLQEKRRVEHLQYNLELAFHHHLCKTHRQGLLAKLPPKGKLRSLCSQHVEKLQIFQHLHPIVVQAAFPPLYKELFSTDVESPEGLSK
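Drosophila Schneider cells stably carrying a metallothionein-driven Gal4 DBD–ROR gamma fusion and a UAS-Photinus luciferase reporter were exposed to compound for 1 hr, then induced with copper sulfate (700 uM final) for 20 hr at ambient temperature before luminescence reading.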
Gal4-VP16 FLuc – VP16 counterscreen qHTS for inhibitors of ROR gamma transcriptional activity; Drosophila S2 Gal4-VP16 UAS-luciferase, luminescence, 20 h; Potency, µM (doses to about 53.6 µM), for the others: top-dose activity, negative = inhibition, hits mostly inhibitors; 3.5% of 310,000 active;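 note: Gal4-VP16 expression switched on by copper sulfate through the metallothionein promoter; % is set by controls: 0 for no effect and ±100 for the full control effect; nearly all actives have a fitted effect of over 50% in size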
PKM2 act – qHTS Assay for Activators of Human Muscle isoform 2 Pyruvate Kinase | purified PKM2, Kinase-Glo ATP luminescence, activation; response scale: 0% is enzyme alone, no compound | Potency, µM (titrated, usually from 57.5 µM), for inactives: at the highest dose activation, usual class: activators | 0.34% of 260,000 active | AID 1631, 2009; note: % is set by controls: 0 for no effect and ±100 for the full control effect; nearly all actives have a fitted effect of over 55% in size
Target sequence (P14618 whole entry, looked up, canonical isoform): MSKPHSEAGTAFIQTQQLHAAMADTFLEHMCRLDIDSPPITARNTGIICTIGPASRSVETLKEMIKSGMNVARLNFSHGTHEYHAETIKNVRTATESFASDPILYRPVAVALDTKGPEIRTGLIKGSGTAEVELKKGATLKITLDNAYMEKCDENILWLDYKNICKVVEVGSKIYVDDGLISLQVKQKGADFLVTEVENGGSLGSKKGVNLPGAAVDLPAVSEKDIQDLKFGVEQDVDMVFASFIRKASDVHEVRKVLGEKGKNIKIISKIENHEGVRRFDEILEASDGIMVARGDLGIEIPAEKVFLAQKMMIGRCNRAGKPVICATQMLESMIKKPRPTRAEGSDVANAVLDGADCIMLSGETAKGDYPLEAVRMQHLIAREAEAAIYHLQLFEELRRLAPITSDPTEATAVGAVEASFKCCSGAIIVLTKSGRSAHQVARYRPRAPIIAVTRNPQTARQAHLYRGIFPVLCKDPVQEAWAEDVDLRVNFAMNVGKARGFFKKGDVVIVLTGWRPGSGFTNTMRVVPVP
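Kinase-Glo luminescence reports ATP generated from ADP (0.1 mM) and PEP (0.5 mM) by purified hPK-M2 after 1 h at room temperature, pH 7.2 imidazole buffer; intermediate enzyme activity allows detecting inhibitors and activators.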
The depositor's hits bear a star; u = inconclusive. Unless noted, calls come from the whole dose curve; as a rule, active = well fitted curve in the direction sought with a large enough effect; inconclusive = small, poorly fitted or top-dose-only effect, or another doubt; inactive = no such curve, though single readings can be large; an effect the other way counts as inactive or inconclusive. Potency is the fitted concentration of half-maximal effect. The list is partial; rates above refer to the full screens.

1. CCC1=C2CC[C@H]3C(=O)NC(=O)[C@H]3[C@H]2[C@@]2(C)C(=NCC(=O)OC)OC(=O)N2C1=O
2. CC1(C(=O)NCCCNc2ncc(C(F)(F)F)cc2Cl)C=CC2(CCCCC2)N1C(=O)c1ccccc1 (configuration not stated)
3. CCCCCCN(C(=O)CCCCCN1C(=O)NC(c2ccc(-c3ccccc3)cc2)C(C(=O)OCc2ccccc2)=C1C)C(C(=O)NCCCC)c1ccc(OCC(=O)O)c(C(=O)O)c1 (configuration not stated)
4. CC1=C(C(=O)OCc2ccccc2)C(C2CCCCC2)NC(=O)N1CCCCCC(=O)O (configuration not stated)
5. COC(=O)[C@@]1(Cc2ccccc2)[C@H]2c3cc(C(=O)N(C)C)n(Cc4cc(F)c(F)c(F)c4)c3C[C@H]2CN1C(=O)c1ccccc1
6. CC1(C)CC(=O)c2c(oc3cc4c(cc23)OCO4)C1
7. CCCn1c(-c2ccc(F)cc2)nc2c(NC3CCN(Cc4ccccc4)C3)nc(C)nc21 (configuration not stated)
8. C[C@@H]1C=C[C@](Cc2ccccc2)(C(=O)NCCN2CCOCC2)N1C(=O)c1ccccc1

compound no.,1,2,3,4,5,6,7,8
Menin-MLL TR inh,3%,-21%,5%,-1%,-2%,-19%,u,-21%
RORgamma inh,-14%,2%,-8%,41%,u,u,u,-18%
Gal4-VP16 FLuc,-2%,-19%,-2%,u,9%,-4%,-18%,-2%
PKM2 act,3%,11%,0%,-3%,-1%,-2%,-1%,-1%

9. COC(=O)c1ccc(C(NC(=O)OCc2ccccc2)/C(=C/[C@@H](C)C(=O)NCc2ccc(S(C)(=O)=O)cc2)c2cccnc2)cc1 (some centres not stated)
10. Cn1cc(C2=C(c3cn(CCCSC(=N)N)c4ccccc34)C(=O)NC2=O)c2ccccc21
11. COC(=O)[C@@]1(Cc2ccc(F)cc2)[C@H]2c3cc(C(=O)N4CCCC4)n(Cc4cc(F)cc5c4OCOC5)c3C[C@H]2CN1C(=O)c1ccccc1
12. Cc1cc(CNC(=O)[C@H](C)[C@H]2C[C@]2(C)[C@H](NC(=O)OCc2ccccc2)c2ccccc2)nn1C
13. CCCCCCCCCCCCCCCC(=O)OC(CO)CO
14. C[C@H]1[C@H]2CC[C@H]3[C@@H]4CC=C5C[C@@H](N(C)C)CC[C@]5(C)[C@H]4CC[C@]23CN1C
15. COC(=O)[C@@]1(Cc2ccccc2)[C@H]2c3cc(C(=O)N(C)C)n(CCSCCO)c3C[C@H]2CN1C(=O)c1ccccc1
16. CC(=O)N1[C@H](C)C=C[C@]1(Cc1ccccc1)C(=O)NCc1ccc(C)o1

compound no.,9,10,11,12,13,14,15,16
Menin-MLL TR inh,4%,u,-13%,-14%,3%,2%,u,-13%
RORgamma inh,12%,u,18%,-2%,-20%,-13%,2%,u
Gal4-VP16 FLuc,0%,u,-10%,-8%,-5%,-5%,-12%,u
PKM2 act,-3%,15%,-2%,3%,2%,-3%,0%,u

17. COC(=O)[C@@]1(Cc2ccc(OC)cc2)[C@H]2c3cc(C(=O)N(C)C)n(Cc4ccccn4)c3C[C@H]2CN1C(=O)c1ccccc1
18. C[C@@H](C(=O)Nc1ccc2ccccc2c1)[C@@H]1C[C@@]1(C)[C@@H](NS(=O)(=O)c1ccccc1)c1ccccc1
19. COC(=O)[C@@]1(Cc2ccc(OC)cc2)[C@H]2c3cc(C(=O)N(C)C)n(CCc4c[nH]c5ccc(O)cc45)c3C[C@H]2CN1C(=O)c1ccccc1
20. COC(=O)N1CC=CC1(C)C(=O)NCc1ccc(C)o1 (configuration not stated)
21. COC(=O)c1ccc(C(NC(=O)OCc2ccccc2)/C(I)=C/[C@@H](C)C(=O)NCC2CC2)cc1 (some centres not stated)
22. COC(=O)c1ccc(C(NC(=O)OCc2ccccc2)/C(C)=C/[C@@H](C)C(=O)NCCN2CCOCC2)cc1 (some centres not stated)
23. CCC1=C2CC[C@H]3C(=O)N(CC)C(=O)[C@H]3[C@H]2[C@@]2(Cc3ccccc3)C(=O)N(CCOC)C(=O)N2C1=O
24. CCCn1c(C)nc2c(N(CCN(C)C)Cc3ccccc3)nc(C)nc21

compound no.,17,18,19,20,21,22,23,24
Menin-MLL TR inh,-18%,u,-1%,-25%,-10%,1%,6%,-15%
RORgamma inh,-8%,42%,28%,u,u,-22%,9%,-18%
Gal4-VP16 FLuc,3%,-9%,14%,-8%,9%,1%,15%,10%
PKM2 act,-8%,-1%,-1%,15%,-2%,-1%,-1%,0%

In the list so far, these have fluorine:
2. CC1(C(=O)NCCCNc2ncc(C(F)(F)F)cc2Cl)C=CC2(CCCCC2)N1C(=O)c1ccccc1 (configuration not stated)
5. COC(=O)[C@@]1(Cc2ccccc2)[C@H]2c3cc(C(=O)N(C)C)n(Cc4cc(F)c(F)c(F)c4)c3C[C@H]2CN1C(=O)c1ccccc1
7. CCCn1c(-c2ccc(F)cc2)nc2c(NC3CCN(Cc4ccccc4)C3)nc(C)nc21 (configuration not stated)
11. COC(=O)[C@@]1(Cc2ccc(F)cc2)[C@H]2c3cc(C(=O)N4CCCC4)n(Cc4cc(F)cc5c4OCOC5)c3C[C@H]2CN1C(=O)c1ccccc1

compound no.,2,5,7,11
Menin-MLL TR inh,-21%,-2%,u,-13%
RORgamma inh,2%,u,u,18%
Gal4-VP16 FLuc,-19%,9%,-18%,-10%
PKM2 act,11%,-1%,-1%,-2%

Remaining list, next part:
25. CCCC[C@H]1C[C@@H]1[C@@H]1N(P(=O)(c2ccccc2)c2ccccc2)C[C@@](O)(c2ccccc2)CC12CC2
26. COC(=O)CNC(=O)C1(CC(C)C)C=CCN1C(C)=O (configuration not stated)
27. COCCNC(=O)C1(C)C=CCN1C(C)=O (configuration not stated)
28. CCCC[C@@H]1C[C@H]1C(NC(=O)c1ccco1)c1ccc(Cl)cc1 (some centres not stated)
29. CCCCCC1=C2CNC(C)(C(=O)OC)C=C2C(C)C1=O (configuration not stated)
30. COCCN(CCOC)c1nc(C)nc2c1nc(-c1ccccc1)n2CCN1CCOCC1
31. COCCN(CCOC)c1nc(C)nc2c1nc(-c1ccccc1)n2CC1CCN(C)CC1
32. CCCCNC(=O)C(c1ccc(OCC(=O)OC)c(C(=O)OC)c1)N(CCC1=CCCCC1)C(=O)CCCCCN1C(=O)NC(c2ccc(-c3ccccc3)cc2)C(C(=O)OCc2ccccc2)=C1C (configuration not stated)

compound no.,25,26,27,28,29,30,31,32
Menin-MLL TR inh,-3%,11%,6%,-4%,-9%,-4%,0%,-10%
RORgamma inh,u,7%,0%,38%,16%,1%,-10%,3%
Gal4-VP16 FLuc,u,13%,28%,2%,2%,-13%,-4%,2%
PKM2 act,-9%,0%,1%,-2%,-4%,2%,-2%,-4%

33. COC(=O)N1[C@H](C)C=C[C@]1(Cc1ccccc1)C(=O)NCc1ccccn1
34. COc1ccc(CNC(=O)[C@H]2C[C@@H]2[C@H](NP(=O)(c2ccccc2)c2ccccc2)c2ccccc2)cc1OC
35. COC(=O)C1(Cc2ccccc2)C=C2C(=C(C)C(=O)C2C)CN1 (configuration not stated)
36. COC(=O)[C@@H]1C[C@H]1[C@@H](N)c1ccccc1
37. N=C(N)c1ccc(N2CCN(C3CCN(CC(=O)O)CC3)CC2)cc1
38. COC(=O)[C@@]1(Cc2ccc(OC)cc2)[C@H]2c3cc(C(=O)N(C)C)n(Cc4ccc(OC)c(OC)c4)c3C[C@H]2CN1C(=O)c1ccccc1
39. CC1(C)C(=O)C(c2ccccc2)=C2CN3C(=O)N(CCc4ccccc4)C(=O)C3(Cc3ccc(F)cc3)C=C21 (configuration not stated)
40. COC(=O)[C@@]1(Cc2ccc(OC)cc2)[C@H]2c3cc(C(=O)N(C)C)n(Cc4ccc(O)c(OC)c4)c3C[C@H]2CN1C(=O)c1ccccc1

compound no.,33,34,35,36,37,38,39,40
Menin-MLL TR inh,-1%,-1%,-6%,1%,0%,-1%,-8%,-7%
RORgamma inh,-23%,5%,7%,-2%,9%,31%,-3%,28%
Gal4-VP16 FLuc,-12%,17%,11%,4%,3%,-5%,-5%,-1%
PKM2 act,0%,-1%,-4%,-2%,1%,5%,0%,-1%

41. CCCCNc1nc(C)nc2c1nc(-c1ccccc1)n2CC(C)(C)CN(C)C
42. COC(=O)[C@@H]1C[C@@]2(O)[C@H](O)[C@H](O)[C@H](O)C[C@H]2N1CC1CCCCC1
43. COC(=O)[C@@]1(Cc2ccccc2)[C@H]2c3cc(C(=O)N4CCCC4)n(Cc4ccc(O)c(OC)c4)c3C[C@H]2CN1C(=O)c1ccccc1
44. CCCn1c(-c2ccc(F)cc2)nc2c(NC3CC4CCC(C3)N4C)nc(C)nc21 (configuration not stated)
45. COC(=O)c1ccc(C(NC(=O)OCc2ccccc2)/C(C)=C/[C@@H](C)C(=O)Nc2ccc(OC)cc2)cc1 (some centres not stated)
46. O=[N+]([O-])c1ccccc1S(=O)(=O)NCC1CCC(CNCC2CCc3ccccc3C2)CC1 (configuration not stated)
47. CCCC[C@H]1C[C@@H]1[C@@H]1N(C(C)=O)[C@H](c2cccc(OC)c2)CC12CC2
48. COC(=O)[C@@H]1C[C@@]2(O)[C@H](O)[C@H](O)[C@H](O)C[C@H]2N1Cc1ccc(N2CCOCC2)cc1

compound no.,41,42,43,44,45,46,47,48
Menin-MLL TR inh,-18%,-19%,14%,-18%,-7%,-28%,-10%,15%
RORgamma inh,-39%,-17%,17%,-23%,u,u,-27%,-6%
Gal4-VP16 FLuc,0%,-13%,-7%,-8%,4%,-4%,4%,5%
PKM2 act,-9%,-1%,2%,0%,-7%,-2%,-1%,-1%

49. CCC1=C2CC[C@H]3C(=O)N(c4ccccc4)C(=O)[C@H]3[C@H]2[C@@]2(Cc3ccccc3)C(=NCc3ccccc3)OC(=O)N2C1=O
50. CCC1=C2CC[C@H]3C(=O)N(CC)C(=O)[C@H]3[C@H]2[C@@]2(C)C(=NCC(=O)OC)OC(=O)N2C1=O
51. CC(C)(C)C(=O)NC(c1ccc(Cl)cc1)[C@]1(C)C[C@H]1C1CCCCC1 (some centres not stated)
52. C[C@@H]1C=C[C@](Cc2ccccc2)(C(=O)NCCCNc2ncc(C(F)(F)F)cc2Cl)N1C(=O)c1ccccc1
53. CCCCCC1=C2CNC(CCC)(C(=O)OC)C=C2C(C)C1=O (configuration not stated)
54. CCc1c2c(nc3cccc(SC)c13)COC2
55. C[C@@]1(C(NC(=O)Cc2ccc(C(F)(F)F)cc2)c2ccc(-c3ccccc3)cc2)C[C@H]1C1CCCCC1 (some centres not stated)
56. COC(=O)[C@@]1(Cc2ccc(F)cc2)[C@H]2c3cc(C(=O)N(C)C)n(Cc4ccc(S(C)(=O)=O)cc4)c3C[C@H]2CN1C(=O)c1ccccc1

compound no.,49,50,51,52,53,54,55,56
Menin-MLL TR inh,19%,16%,-10%,-6%,u,2%,15%,-3%
RORgamma inh,-1%,15%,2%,23%,23%,-12%,0%,u
Gal4-VP16 FLuc,-8%,-6%,-11%,-1%,-3%,-4%,0%,-9%
PKM2 act,-10%,-7%,-11%,-12%,6%,8%,-1%,6%

57. CCCCNc1nc(C)nc2c1nc(C)n2CCC
58. CCN(CC)CCCC(C)n1c(-c2ccccc2)nc2c(N(CCOC)CCOC)nc(C)nc21 (configuration not stated)
59. CCCn1c(C)nc2c(NCCOC)nc(C)nc21
60. COC(=O)[C@H](Cc1ccccc1)NC(=O)[C@]1(C)C[C@H]1[C@H](NC(=O)OCc1ccccc1)c1ccccc1
61. COC(=O)c1cccc(C23CC4(C2)[C@H](CN(C)[C@@H]4c2ccccc2)C3c2ccc(Cl)nc2)c1 (some centres not stated)

compound no.,57,58,59,60,61
Menin-MLL TR inh,-5%,0%,-5%,1%,1%
RORgamma inh,u,-22%,-2%,9%,9%
Gal4-VP16 FLuc,-6%,-8%,-9%,-2%,-15%
PKM2 act,-1%,-1%,1%,-12%,-7%
